From PubChem
SUMO Mot1 rescue: blocks SUMOylation pathway, rescuing yeast Mot1-301 growth. S. cerevisiae Mot1-301 growth rescue, ATP luminescence, 38.5C; percent above DMSO median, 100 means doubled. growth rescue, % at 18.8 µM. actives 1% (n = 320,000). AID 2716;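 active = every valid replicate shows activation above 250% relative to neutral control wells; inactive = the rest, any valid replicate at or below 250%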;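 note: OY570 slx delta 5 strain wells were the positive control but not used for scaling; some compounds called inactive have numbers as strong as hits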
Arr AP2 block: blocks beta-arrestin peptide binding to AP2 adaptin; FITC-arrestin peptide / GST-AP2 beads, flow cytometry; AP2 beta2 appendage carries R879A mutation; inhibition, % at 10 µM; actives 0.31% (n = 340,000); AID 504490;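 active = inhibition above a set limit, near 3 SD of compounds lacking own fluorescence, cut at about 54% in these data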;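 note: plate controls were DMSO wells for no effect and 5 µM unlabelled arrestin peptide for full effect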
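System: GST-AP2 R879A glutathione beads | Also added: FITC-arrestin peptide, 50 nM | Times: 12 min plus 1 h, RT | Signal: Bead flow cytometry, FITC channel | Buffer or medium: PBS with 0.05% Tween 20 and 0.1% BSA | Read-out basis: Percent drop in bead-associated FITC signal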
PKA-R1A act: PKA-R1A complex activation | P00514+P68181 | PKA-R1A dissociation, Cy5-IP20 fluorescence polarization; scaled: DMSO 0%, 113 µM cGMP 100% | activation, % at 11.4 µM | actives 0.083% (n = 340,000) | AID 504707;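 active = percent activation above the mean of all tested compounds plus 3 SD, cut at about 19% in these data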;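 note: higher means more PKAc released from R1A so a rise in polarization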
SR-BI HDL uptake: inhibitors of mouse SR-BI mediated HDL lipid uptake; AID 488896; ldlA[mSR-BI] CHO cells, DiI-HDL uptake fluorescence, 3 h; actives 0.96% (n = 320,000); inhibition, % at 12.5 µM;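 active = mean replicate inhibition of at least 70% and a set share of replicates each scoring 70 or more; inconclusive = meets just one of the two criteria; inactive = fails both criteria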;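 note: 0% = median of neutral control wells and 100% = median of positive control wells; values of inactives mirror those of a sister screen read the other way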
PKA-R2B act: PKA-R2B complex activation; P22694+P31323; activation, % at 11.4 µM; PKA-R2B holoenzyme dissociation, Cy5-IP20 fluorescence polarization; R2B truncated from residue 108, S112A mutant; 0% DMSO only, 100% 113 µM cGMP; actives 0.079% (n = 340,000);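 active = activation above a cutoff set at the mean over all compounds plus 3 SD, cut at about 18% in these data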;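 note: higher means more holoenzyme dissociation and a rise in polarization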
MITF TRPM1 HTS: increases MITF-driven TRPM1 promoter luciferase signal | SK-MEL-5 TRPM1-promoter luciferase, 24 h; % of positive control, neutral wells = 0 | actives 0.75% (n = 300,000) | activation, % at 12.5 µM | AID 588334;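 active = mean activation of at least 80% with every replicate also reaching 80%; inconclusive = mean reaches 80% but some replicate falls short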;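 note: 0% = neutral control wells and 100% = parthenolide positive control wells; values of inactives mirror those of a sister screen read the other way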
SR-BI uptake up: SR-BI HDL lipid transfer activation; CHO ldlA[mSR-BI] cells, DiI-HDL uptake fluorescence, 3 h; 100 = double the neutral-control signal; activation, % at 12.5 µM; actives 0.096% (n = 320,000); AID 504775;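 active = mean replicate activation of at least 60% and every replicate at or above 60%; inconclusive = mean or all-replicate condition met, but not both; inactive = mean below 60% and not all replicates reaching 60%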;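 note: 0% = median plate neutral-control signal and 100% = twice that signal; values of inactives mirror those of a sister screen read the other way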
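Test system: SR-BI-overexpressing, LDLR-lacking CHO cells; Medium: Ham's F12 with 0.5% BSA, HEPES 25 mM, pH 7.4; Schedule: 3 h, 37 °C; Technique: bottom-read fluorescence, 550/595 nm.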
NSD2 inh: blocks human histone methyltransferase NSD2; NSD2 peptide methylation, AlphaScreen, 120 min; inhibition, % at 12.5 µM; actives 0.54% (n = 310,000); in the data active = inhibition above about 50%
dFosB act: activators of mouse delta FosB homodimer; purified delta FosB, TAMRA-CDK5 oligo fluorescence polarization; percent of positive-control signal above neutral wells; activation, % at 25 µM; actives 0.99% (n = 340,000); AID 493131;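 active = mean activation above about 17%, with every replicate also reaching it, limit read from the data, passing the limit was not always enough; inconclusive = only one of the two conditions met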;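 note: fluorescence polarization rise as delta FosB binds a TAMRA Cdk5 AP-1 oligo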
Target sequence (P13346 whole entry, looked up): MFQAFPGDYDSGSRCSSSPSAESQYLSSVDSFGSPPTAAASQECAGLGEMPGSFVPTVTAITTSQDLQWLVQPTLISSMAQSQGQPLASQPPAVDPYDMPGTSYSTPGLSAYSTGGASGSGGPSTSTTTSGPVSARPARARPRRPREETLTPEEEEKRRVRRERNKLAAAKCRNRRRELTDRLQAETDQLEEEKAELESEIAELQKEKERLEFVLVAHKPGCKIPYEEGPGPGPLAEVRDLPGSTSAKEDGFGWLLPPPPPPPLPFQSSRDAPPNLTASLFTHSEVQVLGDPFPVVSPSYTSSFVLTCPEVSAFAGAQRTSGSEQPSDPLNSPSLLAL
DSG3 Ab inh: human desmoglein-3 autoantibody binding inhibition | P32926 | DSG3-coupled beads, scFv-anti-DSG3-GFP binding, flow cytometry; hits give low values | binding (percent of control), % at 10 µM | actives 0.48% (n = 310,000) | AID 588358;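 active = binding more than 3 SD below its plate's average and above zero; inconclusive = below that plate limit but binding exactly zero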;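 note: hits lower antibody fragment binding to DSG3; some compounds called inactive have numbers as strong as hits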
CDK5 inh: inhibitors of human CDK5/p35 kinase. Recombinant CDK5/p35, ADP-Glo luminescence, 60 min. inhibition, % at 10 µM. actives 0.01% (n = 330,000). AID 488839;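 active = highest replicate inhibition of at least 50% and at least 75% of replicates reaching 50%; inconclusive = only one of the two criteria met; inactive = both criteria failed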;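 note: plate controls were DMSO neutral control for no effect and GW8510 at 10 µM for full effect; many of its hits are not listed in these tables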
Target sequence (Q00535 whole entry, looked up): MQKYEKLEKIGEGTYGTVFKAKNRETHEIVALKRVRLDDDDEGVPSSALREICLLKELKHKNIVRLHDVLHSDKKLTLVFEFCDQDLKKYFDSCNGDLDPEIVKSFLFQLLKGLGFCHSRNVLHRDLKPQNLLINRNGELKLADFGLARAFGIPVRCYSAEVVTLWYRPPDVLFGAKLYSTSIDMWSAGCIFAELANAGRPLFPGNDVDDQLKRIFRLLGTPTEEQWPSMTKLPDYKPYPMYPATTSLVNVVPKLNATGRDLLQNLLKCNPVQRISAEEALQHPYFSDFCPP
Target sequence (Q15078 whole entry, looked up): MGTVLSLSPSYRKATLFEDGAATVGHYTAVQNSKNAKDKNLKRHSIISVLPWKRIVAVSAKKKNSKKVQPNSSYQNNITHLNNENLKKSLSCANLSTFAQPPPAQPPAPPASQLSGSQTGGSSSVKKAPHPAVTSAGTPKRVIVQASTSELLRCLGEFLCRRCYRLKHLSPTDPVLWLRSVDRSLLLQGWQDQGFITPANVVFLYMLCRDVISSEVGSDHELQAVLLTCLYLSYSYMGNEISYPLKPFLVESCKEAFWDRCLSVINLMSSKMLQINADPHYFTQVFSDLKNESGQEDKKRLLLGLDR
Active calls of the source: *; u = inconclusive; x = not tested or not shown.

entry	SUMO Mot1 rescue	Arr AP2 block	PKA-R1A act	SR-BI HDL uptake	PKA-R2B act	MITF TRPM1 HTS	SR-BI uptake up	NSD2 inh	dFosB act	DSG3 Ab inh	CDK5 inh	Compound
1	12	3	0	1	4	26	-1	-1	1	101	-0.2	CCOc1cccc(C(=O)Nc2nnc(-c3cccs3)s2)c1
2	-18	4	7	u	1	-10	-72	x	-4	107	0.7	COc1ccc(/C=N/NC(=O)CN2CCCc3ccccc32)c(OC)c1
3	7	-5	-2	-20	-2	5	20	-2	-1	100	-0.4	CC(OC(=O)CSc1ccc(F)cc1)C(=O)NC1(C#N)CCCCC1 (centres undefined)
4	-10	-3	1	-25	-7	1	25	-1	-18	282	-1.5	Cc1ccc(SCc2cc(=O)[nH]c(SCC(=O)Nc3cc(Cl)ccc3Cl)n2)cc1
5	-14	7	4	-18	-4	-1	18	8	-8	101	0.3	CCC(C)NCCOCCOc1ccccc1-c1ccccc1 (centres undefined)
6	x	-53	7	-8	-5	7	8	-2	-6	99	-1.2	CC1(C)CC2CC(C)(CN2C(=S)Nc2ccccc2F)C1 (centres undefined)
7	-3	5	2	-7	9	-12	7	-1	-3	104	1.0	Cc1nnc(-c2cnn(C)c2N)n1Cc1ccccc1F
8	158	14	-9	-1	-1	x	1	x	6	100	-0.3	CCC(Cc1ccccc1)NC(=O)C1CCN(S(=O)(=O)c2ccc3c(c2)CC(C)N3C(C)=O)CC1 (centres undefined)
9	-8	22	-1	10	-7	-2	-10	-2	4	115	0.4	Cc1c(NC(=O)c2cc(S(=O)(=O)N3CCCCC3)ccc2Cl)c(=O)n(-c2ccccc2)n1C
10	14	-5	1	-2	-3	-11	2	0	-10	101	0.6	N#Cc1ccccc1NC(=O)COC(=O)C1CCN(C(=O)c2ccc(Cl)cc2)CC1
11	78	48	2	4	1	7	-4	6	-1	94	-0.1	CCn1c(SCc2ccccc2)nc2c(c1=O)SCC2
12	142	46	-1	-16	-10	-38	16	6	-9	101	1.4	Cc1ccccc1C(CC(=O)c1cccs1)C(C#N)C#N (centres undefined)
13	77	13	16	69	9	-22	-69	x	-3	97	-1.3	CC(C)Cn1c(N)c(C(=O)COC(=O)c2cc(-c3ccccc3)nc3ccccc23)c(=O)n(C)c1=O
14	x	10	14	-3	-1	-1	3	1	-2	94	-0.4	CC(C)[C@H](NC(=O)C1CCC(CNC(=O)[C@@H]2CCCN2C(=O)OC(C)(C)C)CC1)C(=O)O (some centres undefined)
15	-9	3	3	0	-6	30	0	20	-3	119	-1.1	Cc1cc2cc(CNC(=O)Nc3ccccc3)ccc2n1C
16	93	15	-6	-12	-3	-17	12	x	3	102	0.8	C[C@@]12CCC=C[C@H]1[C@H](c1ccc3ccccc3c1Br)N(Cc1ccccc1)C2=O
17	-5	-8	-4	-12	-8	x	12	-1	-11	96	0.8	CCOc1ccc(CNC(=O)CCn2c(=O)oc3ccccc32)cc1OC
18	0	5	-6	-20	-11	-3	20	-2	-1	110	1.9	CC(CN1CCN(C)CC1)OC(=O)c1ccccc1 (centres undefined)
19	-10	6	-6	30	-8	-7	-30	3	-3	106	-0.4	Cc1ccc(C)c(S(=O)(=O)N2CCN(C(=O)CSc3ccccc3F)CC2)c1
20	4	-10	-2	55	-6	-2	-55	-1	-8	103	-1.6	CSc1nc(-c2ccccc2)nc(N2CCOCC2)c1C(C)=O
21	6	8	8	9	2	77	-9	x	0	100	0.8	O=C(O)c1ccc(-c2noc(-c3cccc(C(F)(F)F)c3)n2)cc1
22	-3	-7	-1	20	-4	x	-20	0	-20	x	0.4	CC(C)C[C@H](NC(=O)OC(C)(C)C)c1nnc(SCC(=O)Nc2ccc(Br)cc2)o1
23	11	8	-13	-9	1	1	9	3	6	106	0.5	S=C(c1ccc(Cl)cc1)N1CCN(Cc2ccccc2)CC1
24	607	-7	6	9	-1	-3	-9	0	-7	103	-0.9	COCCn1cnnc1SCC(=O)Nc1cccc(S(=O)(=O)N(C)c2ccccc2)c1
25	x	-1	6	-2	-7	9	2	-1	-2	112	-1.2	O=C1c2ccccc2C(=O)N1C1(C(=O)NC2(C(=O)O)CCCC2)CCCC1
26	-3	4	-1	-17	9	5	17	x	-1	96	-1.4	CC1=CC(=O)CC(C)(C)C1(O)/C=C/C(C)=C/C(=O)O (centres undefined)
27	-10	-4	7	2	-8	u	-2	1	-2	106	-1.2	O=C(OCc1ccccc1F)c1ccc2c(c1)-c1ccccc1C2=O
28	-6	-8	0	x	3	8	x	-1	-9	101	1.4	O=C(CCn1c(=O)oc2ccc(Cl)cc21)N1CCN(Cc2ccccc2)CC1
29	-17	-4	-8	5	-7	18	-5	x	1	108	-0.1	COc1ccc(NC(=O)Nc2cccc3c2O[C@H](CN(C)C(=O)Nc2ccccc2)[C@@H](C)CN([C@H](C)CO)C3=O)cc1
30	15	-8	-14	-7	-6	53	7	1	6	100	2.0	O=C(/C=C/c1ccco1)N1CCN(c2ncccn2)CC1
31	-22	13	-2	-10	6	x	10	104*	-10	112	-1.9	CN(C)c1cc(Cl)c2nonc2c1N
32	-4	10	11	29	6	-15	-29	-1	-1	90	-1.1	COc1cccc(C(=O)NCC(=O)N/N=C/c2cn[nH]c2-c2ccccc2)c1
33	-8	1	-2	15	-5	x	-15	-6	-2	99	-0.9	COc1cc(Cn2c(=O)oc3ccc(C)cc32)ccc1OC(C)C
34	7	-9	-3	57	9	-7	-57	-2	-6	107	-6.7	CCC1CN(C(=O)N2CCC(C(=O)NCc3ccc(OC)cc3OC)CC2)c2ccccc2O1 (centres undefined)
35	-14	12	6	-13	1	-5	13	x	0	98	1.3	O=C(O)CCCn1c(O)c(C=C2N=c3ccccc3=N2)sc1=S
36	-6	27	-18	35	6	5	-35	x	-10	107	1.1	COc1ccc(Nc2cccc3ccccc23)cc1
37	x	6	-5	28	-12	x	-28	x	-6	x	-3.4	O=C(Nc1cc2c3c(c1)C1CCCC1CN3CC1CCCC21)c1ccc([N+](=O)[O-])cc1 (centres undefined)
38	10	2	1	-4	1	-1	4	6	-12	98	-6.5	CCN1C(=O)c2cccc3c(S(=O)(=O)Nc4ccccc4OC)ccc1c23
39	-1	-4	-10	2	5	7	-2	0	1	105	-3.6	COCCNC(=O)C(c1ccc(O)cc1)N(Cc1ccco1)C(=O)CCC(=O)Nc1nccs1 (centres undefined)
40	-3	-5	-13	-13	5	-1	13	-2	0	105	0.8	CC(C)CNC(=O)c1ccccc1NC(=O)/C=C/c1cccc([N+](=O)[O-])c1
41	8	1	5	-10	1	-26	10	x	-4	102	-0.3	NC(=O)C1CCN(C(=O)C2c3ccccc3C(=O)N3CCc4ccccc4C23)CC1 (centres undefined)
42	5	-12	4	13	0	-7	-13	0	-5	103	-0.9	COC(CNC(=O)[C@H](Cc1ccccc1)N1Cc2ccccc2C1=O)OC
43	2	-2	-9	-7	2	-2	7	-3	2	x	-1.7	O=C(CC1SC(N2CCOCC2)=NC1=O)Nc1cccc(C(F)(F)F)c1 (centres undefined)
44	8	-3	-1	-3	-7	33	3	-1	-3	88	-2.0	CC(C)(C)c1nnc(NC(=O)c2ccc(Cl)nc2)s1
45	42	25	-6	15	-2	-8	-15	4	0	98	0.2	COC1=C/C(=C/c2c(N)n3cc(C)sc3nc2=O)C=CC1=O
46	98	3	-11	66	2	-1	-66	1	-2	105	-0.7	COc1cc(SC)ccc1C(=O)NCCc1c[nH]c2ccccc12
47	-9	3	4	-3	1	-5	3	x	1	103	3.1	COc1cccc(CN2C(=O)c3ccccc3S2(=O)=O)c1
48	6	4	-1	-11	-6	-1	11	x	4	106	1.1	CC1CCN(C(=O)c2[nH]cnc2C(=O)NCc2ccccc2)CC1
49	1	-12	8	-11	-6	0	11	11	5	100	0.9	COc1ccc(C2c3c(oc4ccc(Cl)cc4c3=O)C(=O)N2CCN2CCOCC2)cc1 (centres undefined)
50	-20	6	-5	54	-10	1	-54	x	1	x	1.3	CCCCCCSc1ccc(-c2nc3cnccn3c2NCCCC)cc1
51	-11	-2	-2	-15	-1	-3	15	-11	5	105	0.7	CCOc1ccc(C2C(C(=O)c3ccc(C)o3)=C(O)C(=O)N2Cc2cccnc2)cc1 (centres undefined)

A draw from above in order of molar mass, descending:
entry	SUMO Mot1 rescue	Arr AP2 block	PKA-R1A act	SR-BI HDL uptake	PKA-R2B act	MITF TRPM1 HTS	SR-BI uptake up	NSD2 inh	dFosB act	DSG3 Ab inh	CDK5 inh	Compound
34	7	-9	-3	57	9	-7	-57	-2	-6	107	-6.7	CCC1CN(C(=O)N2CCC(C(=O)NCc3ccc(OC)cc3OC)CC2)c2ccccc2O1 (centres undefined)
49	1	-12	8	-11	-6	0	11	11	5	100	0.9	COc1ccc(C2c3c(oc4ccc(Cl)cc4c3=O)C(=O)N2CCN2CCOCC2)cc1 (centres undefined)
38	10	2	1	-4	1	-1	4	6	-12	98	-6.5	CCN1C(=O)c2cccc3c(S(=O)(=O)Nc4ccccc4OC)ccc1c23
